Compound activity deposited in PubChem BioAssay by Sanford-Burnham Center for Chemical Genomics.
APJ ag = activates the human apelin receptor APJ; actives 0.11% (n = 330,000); CHO-K1 APJ PathHunter beta-arrestin, luminescence; 0% DMSO wells, 100% apelin; activation, % at 20 µM; P35414;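 active means activation more than six SD over the plate average, tested at 20 µM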;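 further: 0% = DMSO alone and 100% = apelin-13 at 10 nM; some results filed as inactive read as strong as hits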
Target sequence (P35414 whole entry, looked up): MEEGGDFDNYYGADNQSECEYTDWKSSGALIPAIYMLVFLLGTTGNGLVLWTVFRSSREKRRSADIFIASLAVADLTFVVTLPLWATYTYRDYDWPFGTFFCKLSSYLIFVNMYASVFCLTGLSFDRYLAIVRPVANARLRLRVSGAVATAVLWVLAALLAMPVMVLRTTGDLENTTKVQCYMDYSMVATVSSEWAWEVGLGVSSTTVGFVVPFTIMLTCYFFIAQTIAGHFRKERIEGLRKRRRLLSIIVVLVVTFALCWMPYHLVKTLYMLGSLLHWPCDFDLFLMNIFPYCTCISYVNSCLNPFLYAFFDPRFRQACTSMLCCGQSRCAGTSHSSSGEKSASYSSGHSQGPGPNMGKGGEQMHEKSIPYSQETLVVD
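Assay system: CHO-K1 cells stably expressing ProLink-tagged human APJ and arrestin–beta-gal acceptor. Compound dosing: 20 µM single point, 1% DMSO. Times: 16-18 h seeding, 90 min dark compound exposure, 60 min detection. Detection: beta-gal luminescence. Evaluation: APJ–arrestin association signal. Controls: negative DMSO alone, positive Apelin-13 at 10 nM.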
697 NFkB inh = lowers PMA/ionomycin-induced NF-kB signal in 697 B cells; AID 435022; inhibition, % at 4 µM; 697 B-cell NF-kB luciferase reporter, 16 h; actives 0.33% (n = 330,000); in the data active means inhibition above about 35%
Mdm2 MdmX PPI = inhibitors of human Mdm2/MdmX interaction; O15151+Q00987; SaOS-2 split-luciferase Mdm2/MdmX complementation, luminescence; inhibition, % at 8 µM; actives 3% (n = 330,000); AID 485346;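 active means inhibition of at least 50% at 8 µM in the primary screen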
UPR XBP1 act = adaptive UPR (XBP1) activation | activation, % at 20 µM | actives 0.33% (n = 330,000) | CHO-XBP1 luciferase reporter, IRE1-XBP1 UPR activation, luminescence; percent of tunicamycin response, DMSO as zero;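 active means versus positive control, 20 µM dose yields 30% or more activation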;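 further: 100% = tunicamycin at 10 µg/mL and 0% = DMSO only wells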
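assay system = CHO-XBP1 luciferase reporter cells | amount = 1000 cells/well | buffer or medium = F12 plus 10% FBS | compound dosing = single point, 20 µM final compound, 1% DMSO | incubation = 16-18 h cell attachment at 37 °C, then 6 h compound exposure | detection = Steady-Glo luminescence read | controls = tunicamycin 10 µg/mL and vehicle-only wells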
Jurkat NFkB inh = inhibitors of the PMA/ionomycin-induced NF-kB reporter in Jurkat cells | PMA/ionomycin-induced NF-kB luciferase reporter, luminescence | inhibition, % at 4 µM | actives 0.53% (n = 330,000); in the data active means inhibition above about 50%
CHOP UPR activ = apoptotic UPR (CHOP) activation; actives 0.34% (n = 330,000); CHO-CHOP luciferase reporter, luminescence; percent of tunicamycin response over DMSO baseline; AID 449763; activation, % at 10 µM;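 active means at 10 µM dose, activation of 40% or more, normalized to positive control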;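 further: 100% = tunicamycin at 10 µg/mL and 0% = DMSO alone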
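measured by = luciferase luminescence | assay system = CHO-CHOP cells, stable luciferase reporter of PERK-eIF2a-CHOP signalling | amount = 500 reporter cells seeded per well | timing = 6 h compound exposure at 37 °C after overnight seeding | controls = positive tunicamycin 10 µg/mL, negative DMSO alone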
APJ antag = antagonists of human APJ apelin receptor. CHO-K1 APJ beta-arrestin complementation, luminescence. actives 0.32% (n = 330,000). inhibition, % at 20 µM. P35414;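 active means inhibition above about 40% at 20 µM, limit read from the data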;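 further: cells challenged with 10 nM apelin-13 agonist together with compound; plate controls were apelin-13 plus DMSO wells for no effect and DMSO wells lacking apelin-13 for full effect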
tim23-1 inh = tim23-1 yeast growth inhibition. S. cerevisiae tim23-1 growth, BacTiter-Glo luminescence, 24 h. inhibition, % at 20 µM. actives 1.3% (n = 330,000). AID 463212;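 active means growth inhibition of the mutant yeast at or above 50%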;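 further: temperature-sensitive mutant grown at 25 °C; plate controls were DMSO-treated mutant yeast for no effect and medium wells lacking yeast for full effect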
Starred values were filed as active, the others as inactive.

No.	Structure	APJ ag	697 NFkB inh	Mdm2 MdmX PPI	UPR XBP1 act	Jurkat NFkB inh	CHOP UPR activ	APJ antag	tim23-1 inh
1	Cc1ccccc1NC(=S)NC(=O)C1CCCCC1	-3	-13	21	0	-1	5.3	10	42
2	O=C(O)C1CC(O)CN1c1nc(Cl)ccc1[N+](=O)[O-] (centres undefined)	-1	-7	10	1	12	-0.6	-9	10
3	O=C(NCCOC(=O)c1ccc(C(=O)OCCNC(=O)c2cccnc2)s1)c1cccnc1	0	21	12	-1	4	0.5	6	12
4	CCn1cnc2c1c(=O)n(CC(=O)NCC(F)(F)F)c(=O)n2Cc1ccccc1	-3	13	-23	0	0	1.1	-2	-7
5	CCCCC(C(=O)O)C(C)CC(=O)Nc1ccn(-c2ccccc2)n1 (centres undefined)	-2	8	13	-3	10	1.1	26	4
6	Cc1ccccc1NC(=S)Nc1cccc([N+](=O)[O-])c1	-2	7	12	-3	-12	0.6	16	5
7	O=C(NCc1cccs1)Nc1ccc(Cl)cc1	-3	-56	-11	5	-57	3.4	-10	8
8	C[C@H]1CN([C@@H](C)CO)C(=O)c2cccc(NC(=O)C3CC3)c2O[C@H]1CN(C)Cc1ccc(-c2ccccc2)cc1	-1	-6	13	0	0	0.1	-1	0
9	CCOc1ccc(NC(=O)COC(=O)CN2CCCCCC2=O)cc1	-6	-11	-22	-2	7	0.3	-13	19
10	CCC(C)(C)c1ccc(OCC(=O)N(C)C)c(C(C)(C)CC)c1	-3	6	9	-2	1	-1.7	8	23
11	O=C(Nc1ccccc1[N+](=O)[O-])C1=C(O)CCn2c1nc1ccccc12	-7	16	71*	7	-14	2.1	15	-13
12	O=C(c1ccc2c(c1)OCCO2)N1CCCCC1	-2	4	-8	-8	-1	0.5	20	13
13	CC1Cc2c([nH]c3ccccc23)C(=O)N1 (centres undefined)	-3	-41	2	0	-19	1.5	-23	1
14	CNC(=S)N(Cc1ccco1)Cc1cc2cc(OC)ccc2[nH]c1=O	-2	3	27	1	5	-0.5	19	-5
15	Cn1ccnc1SCC(=O)NC1CCCC1	1	-8	13	0	3	0.7	14	20
16	COc1ccccc1NC(=O)C1=C(C)Nc2nc(-c3cccs3)nn2C1c1cccnc1 (centres undefined)	-2	24	-5	-2	8	1.5	5	0
17	Cc1nnc(NC(=O)c2cccc(S(=O)(=O)N3CC(c4ccccc4)CC3=O)c2)s1 (centres undefined)	-1	4	9	-2	2	2.0	7	23
18	COc1cccc(CN2C(=O)CCC2(C)C(=O)NC2CCCCCC2)c1 (centres undefined)	-2	17	-13	4	-1	1.4	7	-2
19	CN(C)CCCNc1cc(O)c2ncccc2c1	9	17	20	3	56*	2.4	-33	9
20	Cc1ccc(S(=O)(=O)N2CCCCC2)cc1NC(=O)CSc1nccn1C	-3	6	34	-3	7	-0.8	5	16
21	CCOC(=O)/C=C/C(=O)OCC(=O)Nc1cccc(Cl)c1Cl	-3	-9	18	-6	-3	0.2	-13	46
22	CCOC(=O)N1CCN(C(=O)/C(=C/c2cccc3ccccc23)NC(=O)c2ccc(OC)c(OC)c2)CC1	-2	21	-16	0	-1	-0.4	-19	2
23	O=C(NC(CO)Cc1ccccc1)c1ccccc1 (centres undefined)	-2	-38	20	-3	-16	1.2	-15	0
24	Cc1cc(N/N=C/c2ccc(O)cc2O)c2ccccc2n1	1	-9	0	-2	1	3.1	-14	8
25	CC(NC(=O)c1ccccc1)C(=O)OCC(=O)c1c(N)n(C)c(=O)n(C)c1=O (centres undefined)	-2	21	11	-3	3	0.2	14	-2
26	COc1ccc(N(C(C)C(=O)N/N=C(\C)C(C)(C)C)S(C)(=O)=O)cc1 (centres undefined)	-2	-8	-36	-1	5	-1.4	-29	24
27	CC12CCC(C(=O)Nc3ccncc3)(CC1O)C2(C)C (centres undefined)	-5	-2	-3	-1	-10	0.9	-5	1
28	Cc1ccc(NC(=O)C2=COCCO2)cc1S(=O)(=O)N1CCOCC1	-1	6	7	-3	-7	-0.6	21	3
29	COc1ccc(NC(=O)CSCCc2ccccn2)cc1OC	-4	9	-5	-2	1	0.4	-14	0
30	COCCOC(=O)CSc1ncccc1-c1nc2cc(C)c(C)cc2[nH]1	-1	-32	-2	-1	-46	1.8	-3	28
31	CCc1ccc(Nc2nc3ccccc3c(=O)s2)cc1	2	2	15	0	-27	2.0	6	11
32	CCOc1ccc(/C=N/NC(=O)Cc2csc(Nc3cccc(C(F)(F)F)c3)n2)c(OCC)c1	-1	-9	-6	-1	-10	4.1	-17	4
33	CSCC[C@H](N)C(=O)N1CCC(C(=O)N[C@H](C(=O)NCc2ccccc2F)C(C)C)CC1	-2	-2	13	-3	-2	-1.2	6	-1
34	COc1ccc(/C=C/C(=O)Oc2cccc(/C=N/NC(=O)COc3c(C)cccc3C)c2)cc1	1	-93	44	3	2	13	-23	6
35	CCCC(=O)NCCCc1nc2ccccc2n1CC	-2	14	15	-3	4	-2.2	1	-3
36	CC(C)(C)c1ccc(N2C(=O)CSC2c2cccnc2)cc1 (centres undefined)	1	-2	37	0	7	-2.7	3	0
37	CCNc1nc(SCCOc2ccccc2)nc(N(C)C)n1	-3	-12	25	3	-4	0.7	15	11
38	Cc1ccc(C(C)n2cc(C(=O)NCCN3CCN(C)CC3)nn2)cc1 (centres undefined)	-3	-10	3	-2	-43	1.8	1	0
39	CCOc1ccc(CN2C(=O)c3ccccc3C2=O)cc1C(=O)N1CCC(C(N)=O)CC1	-1	-12	-22	-3	-4	0.2	8	0
40	CCOc1ncccc1C(=O)OCCN1C(=O)c2ccccc2C1=O	2	8	-5	0	1	0.1	-4	3
41	CCN(CC)S(=O)(=O)c1ccc(OC)c(NC(=O)c2ccc3c(c2)OCO3)c1	-2	15	9	0	-4	1.4	10	22
42	COC(=O)C(Cc1ccccc1)NC(=O)c1cc(S(=O)(=O)N(C)C)ccc1Cl (centres undefined)	-3	20	25	-1	11	-0.9	-6	16
43	CCn1c(=S)sc2c(=O)n(CC(=O)Nc3cccc(Cl)c3)c(C)nc21	-3	-15	15	-1	1	-1.4	10	6
44	COc1cccc(N(C(=O)Cn2nnc(-c3ccc(C)cc3)n2)C(C(=O)NC(C)(C)C)c2c[nH]c3ccccc23)c1 (centres undefined)	1	1	24	-1	0	2.0	-7	11
45	CC(CN1CCCCC1)C(=O)NN (centres undefined)	2	-18	-11	4	-19	-3.5	-10	6
46	CSc1ccccc1OCc1cc(C(=O)NCCN2CCCC(O)C2)no1 (centres undefined)	3	-16	16	1	8	1.5	6	-9
47	Cc1nc(NCc2ccccc2)sc1C(=O)Nc1ccccc1	0	-19	-24	3	-51	2.9	16	7
48	Cc1ccc(OCC(=O)N2CCC(N3CC(C)CC(C)C3)CC2)cc1 (centres undefined)	3	23	14	0	-8	0.2	-2	-3
49	CCOc1ccc(N(CC(=O)NCCSCc2ccco2)S(=O)(=O)c2ccc(C)cc2)cc1	0	-10	-26	-5	7	0.1	1	-2
50	COc1ccc2oc(C(=O)C3CC3)c(N)c2c1	0	-51	-21	1	-51	8.7	-5	32
51	Cc1cc(C)c(C)c(S(=O)(=O)N2CCC(C(=O)OCC(=O)N3c4ccccc4NC(=O)C3(C)C)CC2)c1C	0	9	2	0	-4	-2.4	-15	17
52	O=c1nc(/C=C/c2ccc(-c3ccc(F)cc3)o2)cc(C(F)(F)F)[nH]1	-2	-1	-3	4	11	1.0	-3	48
53	Cc1cccc(OCCCC(=O)NC(C)C)c1	0	2	8	-4	0	2.9	0	10
54	Cc1ccc(S(=O)(=O)Nc2ccc(C(=O)NC3CC3)cc2)cc1	-1	16	4	2	9	0.2	0	-5
55	CC12COC3(C(=O)Nc4ccc([N+](=O)[O-])cc4)CC1CCC32C (centres undefined)	0	-3	2	1	-7	-1.3	-14	27
56	CCc1cc2ccc(C)cc2nc1SCC(=O)NC1CCCC1	-3	6	7	1	13	-0.4	25	-13
57	O=C(Cn1c(=O)cnc2ccccc21)NNC(=O)c1ccccc1Cl	-1	2	25	-1	2	-0.8	7	0
58	Cc1cccc(NC(=O)CCNS(=O)(=O)c2ccc3[nH]c(=O)oc3c2)c1	-1	5	-2	-2	-6	2.1	14	-12
59	CSc1ccccc1NC(=O)CN(C)Cc1cccc(Cl)c1	-1	2	-11	-1	0	0.9	1	6
60	OC(COC(c1ccc(Cl)cc1)c1ccc(Cl)cc1)CN1CCN(c2ccccn2)CC1 (centres undefined)	-4	11	34	-2	4	-2.0	15	-28

Remaining list, next part.
No.	Structure	APJ ag	697 NFkB inh	Mdm2 MdmX PPI	UPR XBP1 act	Jurkat NFkB inh	CHOP UPR activ	APJ antag	tim23-1 inh
61	COc1ccc(CCN(Cc2cc3cc(C)ccc3[nH]c2=O)C(=O)N2CCCC2)cc1OC	0	17	22	-2	-11	-0.4	-4	8
62	O=C1CC(N2CCN(c3ccc(S(=O)(=O)N4CCCC4)cc3)CC2)C(=O)N1c1ccc(F)cc1 (centres undefined)	-4	-10	-1	-2	0	-4.6	3	10
63	CCc1ccc(N(CC(=O)N2CCOCC2)S(C)(=O)=O)cc1	-2	15	18	-1	10	0.8	10	8
64	Cc1cc(Nc2nc3c(c(=O)n(C)c(=O)n3C)n2C)n(-c2ccc(Cl)cc2)n1	-6	1	9	-2	1	-1.7	9	5
65	CC1=CC(c2ccc(Cl)cc2)n2nc(NS(=O)(=O)c3ccc(C)cc3)nc2N1 (centres undefined)	-4	2	18	0	12	0.3	10	6
66	CCn1nc(NC(C)=O)c2cc3cccc(C)c3nc21	1	0	-9	-1	-6	1.8	12	4
67	O=C(Nc1ccccc1Cl)c1cc(S(=O)(=O)N2CCCCC2)ccc1N1CCOCC1	-1	-23	13	0	-2	-0.5	7	23
68	O=C(NNC(=O)C1CC(c2cccs2)=NO1)Nc1ccc(Cl)cc1 (centres undefined)	-3	0	26	-4	21	1.7	-3	5
69	CCc1nnc(NC(=O)CSc2nc3cc4c(cc3cc2CC)OCCO4)s1	-3	4	50	-3	2	-2.2	9	6
70	OCCOCCn1c(CCNc2nc(-c3ccc(Cl)cc3)cs2)nc2cc(Cl)c(Cl)cc21	-2	2	21	-4	-6	3.1	7	6
71	O=C(NNC(=O)c1ccc(Cl)nc1)c1ccncc1	-2	11	9	6	-4	-0.8	-52	0
72	COC(=O)c1cc(NS(=O)(=O)c2ccc(C)c3ccccc23)ccc1N1CCOCC1	0	11	-1	1	9	0.0	-2	5

Full records as entered above. Order of screens: APJ ag	697 NFkB inh	Mdm2 MdmX PPI	UPR XBP1 act	Jurkat NFkB inh	CHOP UPR activ	APJ antag	tim23-1 inh
Cc1ccc(OCC(=O)N2CCC(N3CC(C)CC(C)C3)CC2)cc1 (centres undefined) across the screens: 3	23	14	0	-8	0.2	-2	-3
CCOc1ccc(CN2C(=O)c3ccccc3C2=O)cc1C(=O)N1CCC(C(N)=O)CC1 across the screens: -1	-12	-22	-3	-4	0.2	8	0
O=c1nc(/C=C/c2ccc(-c3ccc(F)cc3)o2)cc(C(F)(F)F)[nH]1 across the screens: -2	-1	-3	4	11	1.0	-3	48
CCc1ccc(N(CC(=O)N2CCOCC2)S(C)(=O)=O)cc1 across the screens: -2	15	18	-1	10	0.8	10	8
CSc1ccccc1NC(=O)CN(C)Cc1cccc(Cl)c1 across the screens: -1	2	-11	-1	0	0.9	1	6
